Screening data deposited in PubChem BioAssay by several laboratories.
TNAP activators: human TNAP enzyme activators, primary screen, biochemical, luminescent, no phosphate acceptor, uHTS (AID 1001); activation fold at 20 µM, or EC50 in µM where a hit was titrated; Alkaline phosphatase, tissue-nonspecific isozyme (Homo sapiens); actives 0.03% (n = 200,000); purified TNAP, luminescent activation assay, no phosphate acceptor; higher activation fold means a stronger effect; in the data active = activation fold from about 3, or a potency from the dose series; inactive = the rest, 99 in 100 with activation fold below about 1.6; also: many of its hits are not listed in these tables
ER stress rescue: rescue of cells from ER stress-induced death, primary screen, 384-well, CSM14.1, thapsigargin, ATP luminescence (AID 1222). CSM14.1 thapsigargin-induced death rescue, ATP luminescence; higher % means a stronger effect. cellular ATP content (survival), % at 20 µM, or EC50 in µM where a hit was titrated. 190,000 tested, under 10 active;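 active = EC50 below 50 µM in the dose-response confirmation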;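 also: death triggered by thapsigargin at about 15 µM added after 2 h compound pretreatment; cell ATP read after overnight thapsigargin exposure of roughly 18 to 22 hours; normalized against plate controls of thapsigargin alone and 5% DMSO vehicle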
K1F lysis inhibition: inhibition of K1F phage lysis, E. coli UTI89, bacterial capsule biogenesis inhibitors, alamar blue (AID 488966) | E. coli UTI89 K1F phage lysis, alamar blue, 2 h; higher % means a stronger effect | inhibition, % at 100 µM; hits with a dose series show IC50 in µM | actives 0.02% (n = 340,000);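 active = phage lysis inhibition, versus mean bacterial control, above a set limit; inconclusive = no clear call, values can overlap the other calls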;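 also: capsule biogenesis inhibitors block K1F phage lysis so surviving cells raise fluorescence; higher fluorescence means more inhibition of phage lysis; actives were called in the ten point dose series up to 300 µM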
M1AAP inhibition: P. falciparum M1AAP inhibitors, biochemical, fluorogenic H-Leu-NHMec substrate, 1536-well (AID 1445) | recombinant M1AAP, H-Leu-NHMec fluorogenic kinetic assay; higher % means a stronger effect | actives 0.42% (n = 220,000) | one-dose inhibition, % at 30 µM; IC50 in µM for titrated hits | Aminopeptidase N (Plasmodium falciparum (isolate 3D7));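 active = primary inhibition above the hit cutoff, then over 50% inhibition at one or more dose response concentrations, cut at about 23% in these data, passing the limit was not always enough; inconclusive = conflicting primary data, or primary hits not chosen for dose response; inactive = low primary inhibition, or under 50% at every dose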;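 also: plate controls were DMSO full reaction for no effect and no enzyme background for full effect; strong numbers were not always called active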
human PMI inhibitors: human PMI inhibitors, high substrate, primary screen, biochemical, fluorescence intensity, high mannose 6-phosphate (AID 1220) | Mannose-6-phosphate isomerase (Homo sapiens) | recombinant PMI enzyme, coupled fluorescence intensity; higher % means a stronger effect | inhibition, % at 20 µM, or IC50 in µM where a hit was titrated | actives 0.66% (n = 190,000)
Myeloid diff 2: induction of myeloid progenitor differentiation, primary screen, cell-based, flow cytometry, MLPCN library. ER-HoxA9 myeloid progenitors, lysozyme-GFP differentiation. calls only at 10 µM. actives 1% (n = 360,000). AID 624256, 2012;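 active = normalized GFP-positive differentiation at or above the plate's own cutoff, the solvent-only control mean plus 3 SD; inconclusive = no clear call, values can overlap the other calls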;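 also: cells exposed to compound for four days before flow analysis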
WT yeast gro inh: growth inhibition of WT strain, primary screen, mitochondrial fusion inhibitor project, WT and mutant strains, chemical genetic. inhibition, % at 10 µM. mitochondrial fusion phenotypic screen. actives 2.1% (n = 190,000); in the data active = inhibition above about 58%; tested in S. cerevisiae
Lipid droplet: inhibitors of hepatocyte lipid droplet formation, primary screen, imaging, high-throughput imaging, BODIPY stain; AML12 mouse hepatocytes, oleate lipid droplets; inhibition, % at 6.5 µM; actives 0.4% (n = 240,000);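 active = lipid droplet intensity inhibited by at least 50%, with more than 500 cells counted; inconclusive = wells with under 300 cells, treated as cytotoxic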
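Material – AML12 mouse liver cells · Also added – oleate loading, 100 µM · Compound dosing – 6.5 µM single-point dosing · Times – overnight treatment with compound plus oleate · Measured by – fluorescence imaging, 20x objective, two fields per well · Read-out – percent inhibition of filter-corrected integrated lipid droplet intensity per well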
human PMI inhibition: inhibitors of human PMI, primary screen, biochemical, fluorescence intensity, coupled assay (AID 1209); Mannose-6-phosphate isomerase (Homo sapiens); actives 0.42% (n = 190,000); inhibition, % at 20 µM; hits with a dose series show IC50 in µM; purified PMI enzyme, coupled fluorescence intensity; higher % means a stronger effect;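 also: plate controls were DMSO vehicle for no effect and wells lacking substrate for full effect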
WT yeast gro inh mutant strain: further read-out of WT yeast gro inh, marked with its call; inhibition, %; mitochondrial fusion phenotypic screen, mutant strain inhibition
Lipid droplet cells 6.5 µM: recorded beside Lipid droplet, whose call it bears; cell count; measured here: cell count, cytotoxicity flag;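 cells counted across two imaged fields per well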
Myeloid diff 2 GFP+ MAC1+ %: also measured in Myeloid diff 2; calls as there; GFP+ MAC1+ double positive, %; measured here: differentiation confirmed by MAC1 staining
Starred values were filed as active, the others as inactive; i = inactive; ? = inconclusive; nt = not tested or not shown; + = active, no number; [ ] = another dose, or the depositor's remark. Rule as the data show it, unless noted: active = inhibition above about 50%; inactive = the rest. Outcome played no part in choosing rows. Share with any hit: about 4.6%.

Each structure is followed by: TNAP activators, ER stress rescue, K1F lysis inhibition, M1AAP inhibition, human PMI inhibitors, Myeloid diff 2, Myeloid diff 2 GFP+ MAC1+ %, WT yeast gro inh, WT yeast gro inh mutant strain, Lipid droplet, Lipid droplet cells 6.5 µM, human PMI inhibition
> CCOc1ccccc1CN1CCN(CC2=Cc3cc(OC)ccc3OC2)CC1CCO (stereo unspecified)
 : nt, nt, 0.3%, 7%, nt, i, 0.1, nt, nt, 0, 704, nt
> CC(C)Oc1ccc(CSC(=N)N)cc1
 : 0.7, 0.2%, -0.2%, -2%, 2%, i, 1.9, 3, -38, nt, nt, 4%
> Cc1ccsc1/C=N/NC(=O)CC(=O)NCC(C)C
 : 1.1, nt, 0.5%, 11%, 2%, i, 1.3, 3, 5, 7, 698, -3%
> CCOC(=O)C1CCN(C(=S)Nc2ccc(Cl)cc2C)CC1
 : 1.1, -0.7%, 0.1%, 1%, 8%, i, 0.1, 10, 15, 3, 672, -1%
> CCCOc1ccc2[nH]cc(C(=O)O)c(=O)c2c1
 : 1.1, -0.2%, -2.1%, -10%, 13%, i, 2.3, -7, 2, 10, 786, 14%
> N#CNc1nc(O)cc(=O)[nH]1
 : nt, nt, 0.1%, 3%, nt, i, 0.5, nt, nt, 0, 832, nt
> Cc1ccc(-n2c(SCc3ccc(C(=O)O)cc3)nnc2-c2ccncc2)cc1
 : nt, nt, -0.4%[50 µM], 3%, nt, i, 0.2, nt, nt, 0, 709, nt
> Cc1cc(C)c2c(=O)[nH]c(SCC(=O)Nc3ccc(N(C)C)cc3)nc2n1
 : 1.1, 0.8%, i, 1%, 33%, i, 1.4, 0, -8, nt, nt, 15%
> CCc1ccc(C2=C/C(=C/c3cccnc3)C(=O)O2)cc1
 : 1.1, -0.3%, 3.3%, 0%, -31%, i, 0.6, 10, 21, 22, 687, -28%
> Cc1ccc(-n2c(-c3cnccn3)n[nH]c2=S)cc1
 : 1.1, -0.6%, -0.2%, -1%, -5%, i, 0.8, -5, 6, 7, 700, -4%

Whole records, quoted from the list. Screens in order: TNAP activators	ER stress rescue	K1F lysis inhibition	M1AAP inhibition	human PMI inhibitors	Myeloid diff 2	Myeloid diff 2 GFP+ MAC1+ %	WT yeast gro inh	WT yeast gro inh mutant strain	Lipid droplet	Lipid droplet cells 6.5 µM	human PMI inhibition
CCCOc1ccc2[nH]cc(C(=O)O)c(=O)c2c1 as listed: 1.1	-0.2%	-2.1%	-10%	13%	i	2.3	-7	2	10	786	14%
Cc1ccc(-n2c(-c3cnccn3)n[nH]c2=S)cc1 as listed: 1.1	-0.6%	-0.2%	-1%	-5%	i	0.8	-5	6	7	700	-4%
CC(C)Oc1ccc(CSC(=N)N)cc1 as listed: 0.7	0.2%	-0.2%	-2%	2%	i	1.9	3	-38	nt	nt	4%
CCc1ccc(C2=C/C(=C/c3cccnc3)C(=O)O2)cc1 as listed: 1.1	-0.3%	3.3%	0%	-31%	i	0.6	10	21	22	687	-28%
CCOc1ccccc1CN1CCN(CC2=Cc3cc(OC)ccc3OC2)CC1CCO (stereo unspecified) as listed: nt	nt	0.3%	7%	nt	i	0.1	nt	nt	0	704	nt

New compounds follow
Each structure is followed by: TNAP activators, ER stress rescue, K1F lysis inhibition, M1AAP inhibition, human PMI inhibitors, Myeloid diff 2, Myeloid diff 2 GFP+ MAC1+ %, WT yeast gro inh, WT yeast gro inh mutant strain, Lipid droplet, Lipid droplet cells 6.5 µM, human PMI inhibition
> CCCCCNC(=O)C1CCC(Cn2c(=S)[nH]c3ccccc3c2=O)CC1 (stereo unspecified)
 : 1.1, -1.5%, 0.1%, 0%, -6%, i, 0.6, 11, 1, -17, 748, -11%
> CCCC(=O)Nc1ccc(Cl)c(NC(=S)NC(=O)c2cc3ccccc3o2)c1
 : 1, -1.2%, 0.4%, -5%, 3%, i, 1.2, 1, 22, 0, 609, 8%
> Cc1cc(OCCCC(=O)NCCN2C(=O)S/C(=C\c3cccnc3)C2=O)ccc1Cl
 : 1, -0.9%, 0.1%, 8%, 7%, i, 0.8, 5, 0, -25, 619, 1%
> O=c1c2c(-c3ccccc3)csc2ncn1/N=C/c1cccc([N+](=O)[O-])c1O
 : 0.9, i, -0.6%, 16%, -27%, i, 1.1, -5, 8, 0, 704, -31%
> O=C(/N=C1\NC(=O)C(F)(C(F)(F)F)S1)NC1CCCCC1 (stereo unspecified)
 : 1.2, -0.4%, 0.2%, 3%, nt, i, 1.5, -33, -6, 0, 720, 75%*
> COCCn1c(=NC(=O)c2ccc(S(=O)(=O)N3CCCc4ccccc43)cc2)sc2cc(S(C)(=O)=O)ccc21
 : 1, -1.0%, 0.6%, 0%, -6%, +, 1.7*, -10, -31, -22, 671, -2%
> COC(=O)c1c(NC(=O)CSc2nnnn2-c2ccccc2)sc2c1CCC(C)C2 (stereo unspecified)
 : 1, 0.3%, 1.2%, 6%, 2%, i, 6.6, 7, -1, nt, nt, 5%
> O=c1c2cc(NC(=S)NC3CCCC3)ccc2nc2n1CCCCC2
 : 1.1, -0.9%, 0.5%, 3%, -6%, i, 0.1, 8, 10, -7, 670, -5%
> COc1ccc(C2/C(=C(/O)c3ccc(C)cc3)C(=O)C(=O)N2c2ccccn2)cc1OC (stereo unspecified)
 : nt, nt, -0.1%, 0%, nt, i, 0.8, nt, nt, 9, 643, nt
> CC(C)(C)c1ccc(C(=O)N/N=C/c2ccc(OCCCF)cc2)cc1
 : 1.1, 1.4%, 6.4%, 6%, 4%, i, 0.2, 9, 9, 14, 649, 10%
> COc1cc([N+](=O)[O-])cc(/C=N/NC(=O)C(C)Nc2ccccc2C)c1O (stereo unspecified)
 : 1.1, 2.2%, -1.2%, ?, 0%, i, 0.5, -23, 3, 36, 712, 28%
> CCOc1ccc2nc(N3C(=O)/C(=C/c4ccccc4)NC3=S)sc2c1
 : 1, 0.3%, 0.4%[50 µM], -2%, -10%, i, 0.5, -6, -17, 12, 650, -6%
> CN1c2ccccc2N(C)C1(C)c1ccccc1
 : 0.7, -1.6%, 3.9%, 8%, 31%, i, 2.0, 17, 16, -2, 574, 26%
> O=S(=O)(c1cccc(Cl)c1Cl)N1CCCCC1
 : 1.1, nt, 9.0%, 1%, 6%, i, 4.7, -8, 1, -8, 653, 5%
> O=C1c2ccccc2C(Nc2ccc(S(=O)(=O)N3CCOCC3)cc2)N1c1cccnc1 (stereo unspecified)
 : 1.1, -0.9%, -2.4%, -1%, -2%, i, 1.4, 8, -3, nt, nt, -3%
> CCCCSc1nnc([C@H](C)NC(=O)OC(C)(C)C)o1
 : 1.1, nt, 4.0%, 0%, 10%, i, 6.3, 3, -1, 9, 661, 9%
> Cc1cccc(C)c1-n1nnnc1C1(Nc2ccccc2)CCCCC1
 : 1, 1.5%, 0.3%, 2%, 8%, i, 0.9, 73*, 27*, 47, 822, 10%
> Cc1c(NC(=O)C(C)OC(=O)c2ccc(Cl)nc2)c(=O)n(-c2ccccc2)n1C (stereo unspecified)
 : 1.1, 1.5%, 5.6%, 1%, 5%, i, 1.1, -15, -19, 0, 652, -2%
> COc1ccc(/C=C2/N=C(SCC(=O)Nc3cc(C)on3)N(c3ccccc3)C2=O)cc1
 : 1.1, -3.0%, 1.5%[50 µM], 5%, -7%, i, 1.3, 6, -11, -1, 603, -5%
> COc1cc(NC(=O)CN(c2ccc(C)cc2)S(=O)(=O)c2c(C)nn(C)c2C)cc(OC)c1
 : 1.1, -2.7%, 0.0%, 1%, 19%, i, 1.3, -3, -14, nt, nt, 19%
> O=C1CS/C(=C\S(=O)(=O)c2ccc(Cl)cc2)N1
 : 1.1, 1.3%, -1.4%, 3%, 1%, i, 0.8, -21, -3, nt, nt, -3%
> Cc1cc(C(=O)Nc2ccccc2C(=O)O)ccc1NC(=O)COc1cccc([N+](=O)[O-])c1
 : 1.1, -3.1%, 0.3%, 18%, 9%, i, 0.6, -2, 4, -5, 646, -4%
> Cc1cccc(OCC(=O)N2CCCc3ccccc32)c1
 : 1.1, 0.6%, 0.2%, nt, 3%, i, 0.5, -28, -9, -9, 716, 1%
> COc1ccccc1C(=O)Nn1c(-c2cccs2)nc2ccccc2c1=O
 : 1, -1.4%, 0.2%, 10%, 14%, i, 0.5, -1, -2, -10, 660, 21%
> Cc1ccc2cc(C)c(NCCO)nc2c1
 : 1.1, -2.2%, 0.4%, 2%, -6%, i, 0.5, -5, 2, 13, 733, 1%
> O=C1NC(N2CCOCC2)=N/C1=C/c1ccc2c(c1)OCO2
 : 1.1, nt, 0.7%, 11%, -2%, i, 0.1, 2, 0, 2, 683, 0%
> CCC(c1nnnn1Cc1ccco1)N1CCN(c2cc(Cl)ccc2C)CC1 (stereo unspecified)
 : 1.1, 1.5%, 1.1%, 4%, 0%, i, 1.2, 49, -11, nt, nt, 0%
> Cc1cccc2sc(NC(=O)C3CCCO3)nc12 (stereo unspecified)
 : 1.1, 0.0%, -0.1%, 5%, -4%, i, 0.5, -13, -11, 19, 775, -5%
> COC(=O)c1ccccc1NC(=O)c1ccccc1N(C)S(C)(=O)=O
 : 1, nt, 0.3%, -6%, 15%, i, 0.4, -6, -21, -5, 708, 21%
> CCOc1ccccc1CNC(=O)CCN1C(=O)COc2ccccc21
 : 1.1, -2.5%, 0.1%, 0%, 18%, i, 8.6, 4, -3, -23, 690, 17%
> Cc1ccc(-n2nc3c(c2NC(=O)c2ccccc2Br)CS(=O)C3)cc1 (stereo unspecified)
 : 1.2, 1.4%, -0.6%, 1%, -2%, i, 1.7, 13, 0, nt, nt, -7%
> CC(c1nnc(SCC(=O)N2CCc3ccccc32)n1-c1ccc(Cl)cc1)N(C)C (stereo unspecified)
 : 1, 9.3%, -0.1%, -5%, -10%, i, 1.0, 14, 14, nt, nt, -6%
> C/C(=N/NC(=O)C1CC1(c1ccccc1)c1ccccc1)c1cccs1 (stereo unspecified)
 : 1.3, 0.3%, 0.0%, 8%, -2%, i, 0.2, 23, -7, -18, 609, 12%
